# Screening data from PubChem.
# VHR inh abs – DUSP3 (human) phosphatase inhibition; inhibition, % at 13.3 µM; AID 1654; recombinant VHR phosphatase, pNPP absorbance; P51452; 290,000 tested, 0.52% active; in the data active = inhibition above about 50%; note: some compounds called inactive have numbers as strong as hits
# PfHsp40 yeast – compounds rescuing yeast from Plasmodium falciparum HSP40 toxicity; 340,000 tested, 0.68% active; growth rescue, % at 12.5 µM; S. cerevisiae expressing PfHsp40, growth rescue, ATP luminescence; in the data active = growth rescue above about 28%, passing the limit was not always enough; inconclusive = no clear call, values can overlap the other calls;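 note: yeast W303a lacking pdr1 and pdr3 grown in galactose medium; growth measured after three days at 30 °C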
# 3CLpro inhibitor – SARS-CoV 3CLpro protease inhibition | P0C6X7 | recombinant SARS-CoV 3CLpro, quenched FRET peptide cleavage | inhibition, % at 6 µM | 290,000 tested, 0.14% active | AID 1706; in the data active = inhibition above about 12%
# Anthrax LF inh2 – inhibitors of Bacillus anthracis lethal factor protease; P15917; multiplex microsphere protease cleavage assay, LF; inhibition, % at 10 µM; 360,000 tested, 0.12% active; AID 588501; note: plate controls were buffer without enzyme for full effect and enzyme alone for no effect
# BoNT-A LC inh2 – blocks Botulinum neurotoxin A light chain protease | 360,000 tested, 0.17% active | inhibition, % at 10 µM | multiplex microsphere protease substrate cleavage, flow cytometry; note: plate controls were buffer without enzyme for full effect and enzyme alone for no effect
# TcdB inh – inhibitors of Clostridioides difficile toxin B glycohydrolase | P18177 | TcdB glycohydrolase enzymatic assay, plate reader | inhibition, % at 9.99 µM | 350,000 tested, 0.24% active | AID 652162; in the data active = inhibition above about 10%
# PriA SSB inh – blocks PriA binding to SSB C-terminal tail; inhibition, % at 33 µM; 430,000 tested, 0.6% active; AID 1272365; AlphaScreen SSBct-PriA binding, biotinylated peptide; in the data active = inhibition mostly above about 37%, no sharp cut-off; inactive = mostly below about 20%;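 note: plate controls were negative control peptide for no effect and reference peptide for full effect; strong numbers were not always called active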
# CCHFV vOTU inh – CCHFV vOTU protease inhibition | inhibition, % at 11.5 µM | Pep-AMC fluorescence | 370,000 tested, 0.55% active | AID 651958; in the data active = inhibition above about 30%; note: 0% = vehicle wells with enzyme and 100% = no enzyme wells
# Vc quorum ag – quorum light induction in luxS cqsA deficient V. cholerae | V. cholerae BH1578 lux reporter, luminescence, 6 h | activation, % at 18.7 µM | 350,000 tested, 0.16% active; in the data active = activation mostly above about 9.7%, no sharp cut-off; inconclusive = no clear call, values can overlap the other calls; inactive = mostly below about 3.7%; note: not every result past the cut was called active; inactives centre near 0; reference of the scale not given here
# Yp Topo-I inh – inhibitors of Yersinia pestis topoisomerase I; Y. pestis Topo-I cleavage product accumulation, plate reader; activity, % at 10 µM; 360,000 tested, 0.064% active; in the data active = activity above about 50%, passing the limit was not always enough; inconclusive = no clear call, values can overlap the other calls; note: inactives centre near 2
# An asterisk follows results filed as active; i = inactive; ? = inconclusive; / = not tested or not shown; & = joins results of further samples. Cut-off read from the data, not from the text of the source, unless noted: active = inhibition above about 30%; inconclusive = no clear call, values can overlap the other calls; inactive = below that. A portion of the library; rates above refer to the full screens.
Compound	PfHsp40 yeast	3CLpro inhibitor	Anthrax LF inh2	Vc quorum ag	TcdB inh	BoNT-A LC inh2	Yp Topo-I inh	CCHFV vOTU inh	VHR inh abs	PriA SSB inh
CSc1nc(NCC(C)C)nc(N2CCOCC2)n1	-1.3	4	-8	-0.4	/	1.2	-7	3	4	-10
Cc1ccc(C(=O)Nc2cccnc2)cc1S(=O)(=O)N1CCCCCC1	-0.9	-6	1	i	2.1	1.3	8	-4	26	-5
COc1cc(NC(=O)c2cc(Br)cc(C)c2OC)ccc1NC(=O)C(C)C	-0.7	-2	-5	-0.9	0.9	-0.4	2	4	29	-4
Cc1ccnc2nc(C(=O)NCc3ccccc3)nn12	2.5	2	-4	i	0.7	-0.1	-1	5	0	0
CCOC(=O)C1CCCN(C(=O)C2CCN(S(=O)(=O)c3ccc4ccccc4c3)CC2)C1 (configuration not stated)	-0.5	1	-3	0.5	1.2	-0.8	16	-8	16	14
CCCOc1ccccc1N/C(N)=N/c1nc(C)cc(C)n1	0.3	1	-2	-0.3	0.5	-0.5	7	9	47	/
Cc1cc(C)nc(NNS(=O)(=O)c2ccc(F)c(Cl)c2)n1	0.0	/	0	i	-0.3	0.3	5	-4	/	-7
COc1ccc(OC)c(CC(=O)N2CCc3cc(OC)c(OC)cc3C2)c1	0.6	-3	-8	-0.5	-0.9	1.1	9	-12	13	0
COc1ccccc1/C=C1\SC(=S)N(CC(=O)Nc2nnc(C)s2)C1=O	/	0	/	/	1.2	/	/	7	20	/
CC(C)C(NC(=O)C1CCCCC1)C(=O)NCc1ccccn1 (configuration not stated)	0.2	3	-2	i	/	-0.4	-5	6	12	-3
Cc1ccc(S(=O)(=O)/N=C(/NC(=S)Nc2c(C)n(C)n(-c3ccccc3)c2=O)c2ccccc2)cc1	0.9	-2	-4	-0.2	0.0	-0.8	7	-4	1	/
Cc1ccc(-n2nc3c(=O)n(CCCC(=O)N4CCC(C(N)=O)CC4)nc(C)c3c2C)cc1	-1.1	-4	0	-0.3	-0.2	0.2	-5	15	7	-1
Cc1ccc(S(=O)(=O)N2CCN(CC(=O)Nc3ccccc3Cl)CC2)cc1	0.9	/	8	i	0.2	1.6	15	-10	/	0
COC(=O)CCC(=O)OC1(C)C(=O)C=C2C=C(C3CC3)N(CCCOC(C)C)C=C2C1=O (configuration not stated)	-1.4	/	4	-7.1	/	0.8	-3	/	0	-22
Cc1ccccc1-c1cc(C(=O)n2cccn2)c2cc(Cl)ccc2n1	0.0	3	1	-0.4	/	-0.2	-8	-15	24	-10
CC(=O)c1cccc(N(C(=O)Cn2nnc3ccccc32)C(C(=O)NCc2ccccc2)c2ccccn2)c1 (configuration not stated)	0.5	2	0	i	/	0.5	5	-2	8	-7
O=C(COC(=O)c1c2c(nc3ccccc13)/C(=C\c1ccco1)CC2)NC1CCCC1	-0.2	/	-8	i	-0.1	7.3	-8	6	/	0
COc1ccc(C(=O)NC(=S)Nc2ccc(S(=O)(=O)Nc3cc(OC)nc(OC)n3)cc2)cc1	-0.4	8	-4	-0.3	-1.2	-7.3	22	1	17	0
COc1ccc2[nH]c(=O)c(C(c3nnnn3CC3CCCO3)N3CCc4ccccc4C3)cc2c1 (configuration not stated)	0.2	3	?	-0.3	/	?	13	-12	10	-14
COCC(=O)Nc1ccc(-c2cn3cccnc3n2)cc1	-0.1	-2	2	-0.4	2.5	0.2	-6	-227	21	-10
COC(=O)[C@H](C)NC(=O)Nc1cccc(Br)c1	-0.1	3	-2	-0.3	1.0	-0.2	0	-9	-15	-6
CCCn1c(SCC(=O)NCc2cccs2)nc2c1c(=O)n(C)c(=O)n2C	-0.6	-2	-5	-0.6	1.5	0.4	-4	-9	13	7
CC1=CC(=NOC(=O)c2cccc([N+](=O)[O-])c2)C=C(C)C1=O	-0.8	1	1	-0.1	/	0.5	-12	8	-12	0
CCC(=O)N1CCc2cc(S(=O)(=O)NCCN3CCC(C)CC3)ccc21	-0.2	2	0	-0.3	/	-0.9	-6	2	14	-18
O=C(COC(=O)Cc1c(F)cccc1Cl)Nc1ccc2[nH]c(=O)[nH]c2c1	-0.2	/	-4	3.4	3.2	0.4	-7	10	/	-2

Compound	PfHsp40 yeast	3CLpro inhibitor	Anthrax LF inh2	Vc quorum ag	TcdB inh	BoNT-A LC inh2	Yp Topo-I inh	CCHFV vOTU inh	VHR inh abs	PriA SSB inh
CC(c1ccon1)N(C)Cc1cn(C)nc1-c1ccc2c(c1)OCCO2 (configuration not stated)	-1.1	4	-8	i	1.0	-0.5	5	1	8	-4
COC(=O)C1(CC2CC(c3ccncc3)=NO2)CCN(C(=O)OC(C)(C)C)CC1 (configuration not stated)	-1.6	/	-6	1.7	1.6	0.2	3	6	/	-27
Cc1cc2[nH]c(=O)c(=O)[nH]c2cc1S(=O)(=O)N1CCN(c2cccc(Cl)c2)CC1	-1.9	10	-3	-0.2	0.8	-0.3	15	8	17	-3
CCOc1ccc(NC(=S)N(CCc2c(C)[nH]c3ccc(C)cc23)Cc2ccncc2)cc1	-0.4	6	-6	-0.3	0.6	-0.1	8	13	4	12
COc1ccc(OCC(=O)N2CCN(S(=O)(=O)c3ccc4c(c3)OCCO4)CC2)cc1	/	/	-5	-0.8	1.3	0.1	19	-2	/	/
Nc1nc(Cl)nc2c1ncn2C1OCC(O)C(O)C1O (configuration not stated)	-1.9	/	-4	i	0.3	-0.2	-5	-11	/	-11
Cc1ccc(CNC(=O)CSc2nc3ccsc3c(=O)n2Cc2ccccn2)cc1	0.8	-3	-4	-0.3	0.2	0.2	1	-6	3	1
Cc1c2c(n3c(nc4ccccc43)c1C#N)N(CCN(C)C)CC2	0.2	-3	-5	-1.8	-0.4	-0.1	1	-183	11	0
COCc1ccc(C(=O)Nc2ccc(C(=O)O)cc2)o1	2.7	4	-4	-2.1	0.2	-0.9	1	21	-27	-12
Nc1ccc2nc(C3CCCCC3)[nH]c2c1	0.0	4	-2	-6.7	5.6	0.2	-9	-10	20	2
Cc1cc(=O)[nH]c(NN=Cc2c(Cl)cccc2Cl)n1	-1.1	/	-2	i	0.5	-0.2	-3	0	/	-6
CC(C)(C)N(NC(=O)Nc1ccccc1)C(=O)c1ccccc1	-0.5	-9	1	3.3	/	0.2	2	20	0	-8
c1ccc(SC23CCCCN(CCC2)[C@]32CO2)cc1 (some centres not stated)	/	/	1	/	0.5	0.2	/	6	/	/
Cc1ccc2c(c1)N(CCCC(=O)NCCC1=CCCCC1)C(=O)CO2	1.9	0	-1	i	/	0.3	9	8	14	5
O=C(CN1CCN(c2cccc(Cl)c2)CC1)NCc1ccccc1	-0.3	-1	1	-0.9	-0.2	3.3	8	0	-4	-10
Cc1ccc(-c2cc(C(=O)NCCN3CCOCC3)c3ccccc3n2)o1	0.5	-2	1	-1.4	1.8	-0.3	6	-45	33	-6
Cc1csc(SCC(=O)Nc2nnc(C)s2)n1	0.3	3	-5	-0.2	1.2	-2.6	5	7	7	-4
Cc1nnc2sc(-c3ccncc3)nn12	-1.4	-5	2	-0.3	/	0.3	4	-5	27	-7
COC(=O)CSC1=NS(=O)(=O)c2ccccc21	1.2	2	-5	0.2	/	-0.7	4	/	-5	-6
COc1ccccc1C(=O)C(=O)c1ccccc1OC	2.3	/	-4	7.1	1.6	-1.1	-1	-13	/	0
Cc1cc2c(cc1S(=O)(=O)NCCc1ccccc1)NC(=O)CO2	-0.9	/	4	-5.6	-0.6	1.8	11	-7	/	-1
CC1(C)Cc2sc3c(=O)[nH]c(=S)[nH]c3c2CO1	0.5	0	-1	i	7.1	-1.3	6	5	-16	-16
CC1=CC=CN2C1=NC(=O)CC2(C)C(=O)N(CC(=O)NC1CCCC1)c1ccccc1C (configuration not stated)	1.0	0	-5	i	1.7	0.1	7	-143	-10	-6
COc1ccc(S(=O)(=O)N2CCOCC2)cc1NC(=O)CCc1c[nH]c2ccccc12	-0.2	5	-3	-0.2	1.2	0.1	2	-15	-8	5
O=C(O)CSc1c[nH]c2ccccc12	-0.8	3	-3	i	/	-0.3	-3	-9	13	4&6

# Complete entries, quoted from the list:
# Cc1cc(C)nc(NNS(=O)(=O)c2ccc(F)c(Cl)c2)n1 as listed: PfHsp40 yeast = 0.0; 3CLpro inhibitor = /; Anthrax LF inh2 = 0; Vc quorum ag = i; TcdB inh = -0.3; BoNT-A LC inh2 = 0.3; Yp Topo-I inh = 5; CCHFV vOTU inh = -4; VHR inh abs = /; PriA SSB inh = -7
# Cc1cc2c(cc1S(=O)(=O)NCCc1ccccc1)NC(=O)CO2 as listed: PfHsp40 yeast = -0.9; 3CLpro inhibitor = /; Anthrax LF inh2 = 4; Vc quorum ag = -5.6; TcdB inh = -0.6; BoNT-A LC inh2 = 1.8; Yp Topo-I inh = 11; CCHFV vOTU inh = -7; VHR inh abs = /; PriA SSB inh = -1

# New compounds follow:
Compound	PfHsp40 yeast	3CLpro inhibitor	Anthrax LF inh2	Vc quorum ag	TcdB inh	BoNT-A LC inh2	Yp Topo-I inh	CCHFV vOTU inh	VHR inh abs	PriA SSB inh
COCCN(CCOC)c1nc(-c2ccccc2)nc2ccccc12	-1.0	-1	8	i	2.1	-1.2	27	5	7	-34
Cc1c(Cl)cccc1-n1c(SCC(=O)N(C)Cc2ccccc2)nnc1-c1ccncc1	2.1	-2	-6	-0.7	/	-1.3	18	-3	19	9
Cc1ccc(CNC(=O)CNC(=O)c2ccc(Br)o2)cc1	0.7	-3	6	-12	-2.5	1.1	-13	12	0	2
CN(C)c1ccc(Nc2nc(N)c3ccccc3n2)cc1	-5.6	-4	14	i	0.8	-4.8	-14	-4	0	63
C=CCNC(=O)CCCOc1ccc(C)cc1	-0.3	-2	-2	35*	/	0.5	1	-6	2	-13
CN(C)CCCN(C(=O)CCSc1ccccc1)c1nc2cc3c(cc2s1)OCO3	-0.3	-4	-3	-0.4	1.9	-0.7	-6	4	15	14
CSc1ncccc1C(=O)NCCc1ccccc1	-0.2	1	1	-0.3	0.1	-0.4	7	8	-2	-15
COc1ccc(CNC(=O)c2cc(=O)c3cc(C)ccc3o2)cc1	0.9	2	8	i	0.5	-3.3	6	6	11	-7
Cc1ccc(C(=O)OCC(=O)NC2CCS(=O)(=O)C2)c(C)c1 (configuration not stated)	-1.5	/	-3	i	0.2	-3.1	7	-3	/	1
C/C(=N\Nc1nc2ccccc2[nH]1)c1ccccn1	0.1	0	0	-0.2	-0.2	4.3	-17	-7	13	/
COc1ccc(-n2c(=S)[nH]c3cc(C(=O)NC4CCCCC4)ccc3c2=O)c(OC)c1	0.0	4	6	-0.1	1.2	-0.3	-2	1	16	-11
COc1ccc(-c2cc(-c3ccccc3)nc(N)n2)c(O)c1	8.0	/	1	i	0.7	0.0	28	14	/	-5
O=C(NCC1CCCCC1)c1ccco1	-1.3	4	0	i	/	?	2	-4	-15	-15
Cn1c(C(=O)N2CCN(c3ccccc3)CC2)cc2cc(Cl)ccc21	6.3	4	1	i	2.1	-1.0	6	-17	9	-2
CC(C)NC(=O)CCCC(=O)NC(C)C	-0.6	1	1	i	-0.5	-0.1	1	-15	-17	10
COc1ccccc1/C=C/C(=O)OCC(=O)c1c(N)n(C)c(=O)n(C)c1=O	0.0	0	-1	-0.2	/	-0.5	-6	-12	-5	-10
C=CCn1c(N)c(C(=O)NC2CCCCC2)sc1=S	-0.7	2	0	i	/	-1.2	5	12	14	8
Cc1[nH]c(=S)c(C#N)c(C)c1C(=O)Nc1ccccc1	0.1	-2	3	i	/	1.7	-5	5	23	-8
O=S(=O)(NCC1CCCO1)c1ccc(Cl)c(C(F)(F)F)c1 (configuration not stated)	-0.6	2	-1	-0.1	/	?	-8	-13	22	2&-9
Cc1nnsc1-c1onc(C)c1C(=O)Nc1cc(Cl)cc(Cl)c1	0.7	4	3	i	-0.9	?	-14	-6	0	-6
CC1(C(=O)NS(=O)(=O)c2ccccc2)CCN1C(=O)C/C=C/c1ccccc1 (configuration not stated)	/	/	2	-0.9	0.3	-0.1	1	-1	/	/
